S1P1 ag pot – S1P1 (human) agonism or agonism potentiation; activation, % at 9.5 µM; AID 449; 0.57% of 56,000 active; S1P1 CRE-bla cells, forskolin, beta-lactamase FRET, potentiator mode; S1P1 agonist co-added at EC20, 2 nM; 100% = saturating reference agonist, 0% = basal;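 active means activation above a cutoff set at the mean activation of all tested compounds plus 3 SD, cut at about 54% in these data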;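 further: forskolin at 4 µM as EC80 and the EC20 agonist is SEW2871; 100% = SEW2871 at its EC100 plus forskolin at EC80; some compounds past the cut are filed as inactive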
Target sequence (P21453 whole entry, looked up): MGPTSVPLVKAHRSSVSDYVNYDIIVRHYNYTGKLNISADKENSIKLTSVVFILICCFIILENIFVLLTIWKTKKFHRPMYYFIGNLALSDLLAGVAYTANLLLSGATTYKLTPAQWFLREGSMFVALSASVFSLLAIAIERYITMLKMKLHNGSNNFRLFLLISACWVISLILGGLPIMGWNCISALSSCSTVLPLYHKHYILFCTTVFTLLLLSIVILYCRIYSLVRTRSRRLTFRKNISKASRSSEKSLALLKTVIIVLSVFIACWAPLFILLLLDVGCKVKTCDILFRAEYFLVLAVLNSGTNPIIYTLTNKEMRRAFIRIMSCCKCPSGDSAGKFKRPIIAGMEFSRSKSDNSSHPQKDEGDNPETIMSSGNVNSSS
M1 antag – antagonists of rat M1 muscarinic receptor. 3.4% of 64,000 active. CHO-M1 cells, Fluo-4 calcium, ACh EC80 antagonist mode; active compounds read low. AID 628. B-score at 10 µM. P08482;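 active means calcium fluorescence response, raw or row-and-column corrected B-score, differing from the plate sample mean either way at a set confidence level, mostly lower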
Jurkat tox 60K – cytotoxic compounds reducing Jurkat cell viability. Jurkat E6.1 viability, ATP luminescence, 48 h. AID 463. inhibition, % at 4 µM. 1.2% of 56,000 active;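 active means inhibition above the mean inhibition of all tested compounds plus 3 SD, cut at about 28% in these data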
HER2 expr 66K – inhibitors of human Her2 kinase expression; 0.69% of 65,000 active; HER2 level % of control, % at 10 µM; SKBR-3 HER2 protein level, AlphaScreen, 18-24 h; active compounds read low; AID 645;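 active means HER2 level under 5% of the carrier-only control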;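 further: 100% = DMSO carrier and 0% = 500 nM PU-H71 HSP90 inhibitor; lower value means stronger loss of Her2 protein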
HTR1E antagonist – blocks the human 5-HT1E serotonin receptor; P28566; CHO 5-HT1E Ga15 NFAT-bla reporter, FRET, antagonist; inhibition, % at 6 µM; 0.99% of 65,000 active; AID 571;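 active means inhibition above a set limit, the mean inhibition across every tested compound plus 3 SD, cut at about 29% in these data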;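 further: signal is the 460 over 535 nm emission ratio of beta-lactamase substrate; 0% = agonist plus DMSO wells and 100% = wells without agonist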
Target sequence (P28566 whole entry, looked up): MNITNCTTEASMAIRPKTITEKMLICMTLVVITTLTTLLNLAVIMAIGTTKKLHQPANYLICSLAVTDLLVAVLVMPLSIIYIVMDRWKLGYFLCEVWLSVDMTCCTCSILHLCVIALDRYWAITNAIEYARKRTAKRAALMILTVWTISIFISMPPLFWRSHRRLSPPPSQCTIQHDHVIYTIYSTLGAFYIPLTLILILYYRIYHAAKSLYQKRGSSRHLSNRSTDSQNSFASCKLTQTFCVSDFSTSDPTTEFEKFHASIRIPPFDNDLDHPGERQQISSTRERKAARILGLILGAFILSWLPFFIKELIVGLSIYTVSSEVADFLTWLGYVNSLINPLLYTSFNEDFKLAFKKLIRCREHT
S1P3 ag – S1P3 (human) receptor agonism. 0.1% of 60,000 active. Q99500. activation, % at 4.5 µM. S1P3 NFAT-BLA reporter cells, FRET ratio; relative to 1 µM S1P, basal subtracted;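 active means activation above the screen-wide mean plus 3 SD, cut at about 4.5% in these data, passing the limit was not always enough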; further: some compounds called inactive have numbers as strong as hits
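material = human S1P3 NFAT-BLA reporter CHO cells | schedule = 4 h compound at 37 °C, 2 h substrate at RT | measured by = fluorescent BLA substrate, ex 405 nm, em 460/535 nm ratio | controls = 1 µM S1P reference | replication = primary once, confirmation triplicate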
HEK293 NFkB inh – inhibitors of the PMA/ionomycin-induced NF-kB reporter in HEK293 cells. HEK-293 NF-kB luciferase reporter, luminescence. inhibition, % at 3 µM. 0.21% of 62,000 active. AID 465;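 active means inhibition above the mean of all tested compounds plus 3 SD, cut at about 40% in these data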;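 further: 0% = stimulated DMSO wells and 100% = 10 µM reference inhibitor 5653914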
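Reagent: PMA plus ionomycin mix as NF-kB-activating stimulus. Assay system: NF-kB luciferase reporter HEK-293 cells. Technique: luminescence from luciferase substrate reagent. Incubation: 1 h compound pre-incubation, 16 h PMA/ionomycin at 37 °C. Benchmarks: DMSO only as uninhibited control, 10 µM reference inhibitor as full inhibition. Repeats: tested once.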
M1 ag – activates the M1 muscarinic receptor; CHO-M1 cells, Fluo-4 calcium fluorescence, agonist mode; active compounds read high; AID 626; 3% of 64,000 active; B-score at 10 µM;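 active means fluorescence rise, raw or as B-score row- and column-corrected plate score, outside the 99.7% band of its plate's samples, either direction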
5HT1E ag – agonists of human 5-HT1E serotonin receptor. CHO 5-HT1E Ga15 NFAT-bla reporter, FRET; 0% DMSO wells, 100% control agonist wells. 0.69% of 65,000 active. P28566. activation, % at 6 µM;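 active means activation above a set limit, the screen-wide mean activation plus 3 SD, cut at about 8.5% in these data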;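 further: 100% = positive control agonist at 1 µM giving full maximal response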
* marks the source's active call; other numbers are inactive results; · = not tested or not shown. Random draw from the library. Share with any hit: about 9.2%.

1: CCC(C)C(=O)Nc1cc(C(=O)OC)cc(C(=O)OC)c1 (centres undefined)
2: COc1ccccc1-c1c(C)c(C)nc(N)c1C#N
3: O=C(CCc1ccccc1)Nc1ccc(Cl)cn1
4: COc1ccc(OC)c(NC(=O)C2C3CCC(O3)C2C(=O)O)c1 (centres undefined)
5: COC(=O)c1ccc(NS(=O)(=O)c2ccc3c(c2)oc(=O)n3C)cc1
6: Cc1ccc(-c2ccccc2NC(=O)C2C3C=CC(C3)C2C(=O)O)o1 (centres undefined)
7: CCCC(=O)Nc1ccc(N2CCOCC2)cc1
8: CCOC(=O)c1ccc(S(=O)(=O)Nc2cc(C(C)(C)C)no2)cc1

compound no. | 1 | 2 | 3 | 4 | 5 | 6 | 7 | 8
S1P1 ag pot | 2 | -33 | 10 | -24 | -7 | 0 | -10 | -1
M1 antag | -0.083 | -0.37 | -0.2 | -0.079 | 0.012 | -0.49 | -0.73 | 0.42
Jurkat tox 60K | 0 | 4 | 78* | 1 | -2 | · | 4 | -4
HER2 expr 66K | 98 | 94 | 72 | 103 | 101 | 50 | 103 | 92
HTR1E antagonist | 11 | -1 | 20 | 4 | -3 | -3 | -3 | -2
S1P3 ag | 0.5 | -1.1 | -0.3 | 0.9 | -0.4 | -3.0 | -0.9 | -0.9
HEK293 NFkB inh | 10 | 12 | 15 | 12 | 6 | · | -2 | 5
M1 ag | -0.36 | -0.33 | -0.49 | -0.14 | -0.83 | -0.22 | 1 | 7.6*
5HT1E ag | 0.2 | -0.5 | -0.7 | -1.5 | 0.7 | 0.3 | -1.3 | 0.3

9: CCCCn1c(N(CCOC(C)=O)C(C)=O)nc2ccccc21
10: CC1CCc2c(sc3ncn4c(SCC(=O)NCc5ccco5)nnc4c23)C1 (centres undefined)
11: C=CCSc1nc2sc(C)c(C)c2c(=O)[nH]1
12: CC(C)CCNC(=O)NC(=O)COC(=O)C1=COCCO1
13: CCCn1c(=O)c2ccccc2n2c(SCCOc3ccc(OC)cc3)nnc12
14: CCOC(=O)c1[nH]c2ccc(OC)cc2c1NC(=O)N1CCOCC1
15: O=C(Oc1cccnc1)c1ccco1
16: CC12CN3CC(C)(CN(C1)C3c1ccccc1Cl)C2O (centres undefined)

compound no. | 9 | 10 | 11 | 12 | 13 | 14 | 15 | 16
S1P1 ag pot | -13 | -2 | -54 | -13 | 8 | -5 | 4 | 4
M1 antag | 1 | -0.17 | -0.73 | 0.29 | 0.19 | 0.58 | -0.89 | 2
Jurkat tox 60K | -3 | 0 | -12 | -6 | 0 | 7 | · | -7
HER2 expr 66K | 91 | 83 | 116 | 91 | 178 | 135 | 70 | 130
HTR1E antagonist | -2 | 3 | -4 | 1 | -11 | -2 | 0 | 1
S1P3 ag | 0.1 | -1.0 | 0.8 | -0.7 | -0.2 | 0.0 | -2.4 | 0.2
HEK293 NFkB inh | 14 | 7 | -4 | 10 | 15 | 21 | · | 7
M1 ag | -0.2 | 0.68 | 0.058 | 0.38 | 0.51 | 0.017 | -0.088 | 0.69
5HT1E ag | -0.5 | -0.3 | 0.5 | 1.0 | -0.5 | -1.0 | -0.3 | 0.3

17: O=C1CC(N2CCOCC2)C(=O)N1c1cc(Cl)cc(Cl)c1 (centres undefined)
18: CCCCOC(=O)Cc1c(O)c2ccccc2[nH]c1=O
19: COc1ccc(CNC(=O)C2CCNCC2)cc1
20: COc1cc2nc(-c3ccc(Br)o3)oc(=O)c2cc1OC
21: O=C(Nc1cccnc1)c1cnc2ccccc2n1
22: O=c1[nH]c2cc3c(cc2cc1C(c1nnnn1Cc1ccccc1)N1CCN2CCCC2C1)OCCO3 (centres undefined)
23: Cc1ccccc1N(CC(=O)Nc1ccc(F)cc1)S(C)(=O)=O
24: CN(Cc1cccs1)C(=O)CCc1ccc(S(=O)(=O)N2CCOCC2)cc1

compound no. | 17 | 18 | 19 | 20 | 21 | 22 | 23 | 24
S1P1 ag pot | -5 | -21 | · | · | -33 | 11 | -5 | 12
M1 antag | -1.2 | 0.0057 | 0.45 | 0.034 | 0.59 | -0.24 | 0.15 | -1.4
Jurkat tox 60K | 4 | -6 | -2 | 1 | -7 | 6 | -5 | 2
HER2 expr 66K | 94 | 92 | 117 | 74 | 99 | 109 | 86 | 134
HTR1E antagonist | -6 | -1 | 11 | 0 | -4 | 5 | -1 | 2
S1P3 ag | -1.1 | -0.8 | -0.6 | -1.0 | 0.7 | -0.4 | -0.1 | 0.3
HEK293 NFkB inh | 2 | 15 | -2 | -5 | -12 | 27 | -3 | 0
M1 ag | 0.51 | 0.22 | 0.7 | -0.072 | -0.81 | 1.4 | -0.58 | 0.0036
5HT1E ag | 0.4 | -0.5 | -0.4 | 0.3 | -1.0 | 1.2 | -1.2 | 0.3

25: CC(C)CNC(=O)CSc1nnc(-c2ccccn2)n1Cc1ccccc1
26: Cc1cc(=O)oc2cc(OC(C)C(=O)N3CCCc4ccccc43)ccc12 (centres undefined)
27: O=C(CSc1ncn[nH]1)OCN1C(=O)c2ccccc2C1=O
28: CCOc1ccccc1NC(=O)CCN1CCN(S(=O)(=O)c2ccc(Br)cc2)CC1
29: O=C1c2cccc3cccc(c23)C(=O)N1c1cccnc1
30: Cc1ccc(NC(=O)CS(=O)CC(=O)NCC2OCCc3ccccc32)c(C)c1 (centres undefined)
31: COCCN1C(=O)C(O)=C(C(C)=O)C1c1ccc(F)cc1 (centres undefined)
32: COCC(C)n1c(C)cc(C(=O)COC(=O)c2ccc(N3CCCC3=O)cc2)c1C (centres undefined)

compound no. | 25 | 26 | 27 | 28 | 29 | 30 | 31 | 32
S1P1 ag pot | 7 | -6 | -29 | -34 | -38 | 2 | 2 | 14
M1 antag | -0.51 | 0.056 | 0.68 | 0.75 | -0.47 | 0.042 | 0.68 | -0.73
Jurkat tox 60K | 3 | 3 | -10 | 0 | -2 | 0 | -5 | 6
HER2 expr 66K | 86 | 87 | 97 | 111 | 89 | 81 | 114 | 93
HTR1E antagonist | 3 | 6 | -13 | -2 | -15 | 9 | -4 | 1
S1P3 ag | -1.1 | -0.7 | 0.2 | 0.0 | -0.7 | -0.7 | -1.0 | -1.4
HEK293 NFkB inh | 23 | 1 | 6 | 9 | 8 | -4 | -8 | 19
M1 ag | 0.87 | 0.94 | -0.4 | 1 | 0.72 | 1.8 | -0.64 | -0.95
5HT1E ag | -1.3 | -0.1 | -0.9 | -0.1 | 0.3 | -0.7 | -0.7 | 0.1

33: CC1CCCCN1CCNC(=O)C1CCN(S(=O)(=O)N2CCCCC2)CC1 (centres undefined)
34: O=C1[C@@H]2C(Cc3ccc(O)cc3)NC3(C(=O)Nc4ccc(F)cc43)[C@@H]2C(=O)N1c1ccccc1 (some centres undefined)
35: CCOC(=O)C1=C(C)Nc2nc(C)nn2C1c1ccc(C)cc1 (centres undefined)
36: COc1ccc(-c2nnc(-c3ccc(Br)o3)o2)cc1OC
37: C=CCN(Cc1cc(OC)ccc1OC)S(=O)(=O)N(C)C
38: Cc1ccc(C(=O)OCC(=O)Nc2ccccc2)cc1NC(=O)c1ccco1
39: CCOC(=O)c1c(C)oc2cc(Br)c(OC)cc12
40: COc1ccc(CCNC(=O)CNCC2CCCO2)cc1OC (centres undefined)

compound no. | 33 | 34 | 35 | 36 | 37 | 38 | 39 | 40
S1P1 ag pot | -3 | -3 | 2 | 10 | -2 | -3 | -9 | -5
M1 antag | -0.8 | -0.9 | 0.41 | 0.67 | 0.069 | 0.1 | -0.22 | 0.12
Jurkat tox 60K | 12 | -8 | 6 | -7 | 7 | -5 | -3 | -5
HER2 expr 66K | 103 | 111 | 100 | 188 | 80 | 102 | 102 | 101
HTR1E antagonist | 18 | 2 | -4 | -2 | -2 | 4 | -6 | -4
S1P3 ag | -1.5 | -0.5 | -0.7 | -0.2 | -1.7 | 0.2 | -2.1 | 0.0
HEK293 NFkB inh | 18 | 4 | 20 | 3 | 2 | 7 | 13 | -5
M1 ag | -0.49 | 1.6 | 0.025 | 1.5 | -0.085 | -0.32 | 0.03 | -0.67
5HT1E ag | -0.9 | 0.1 | 1.7 | 0.2 | -0.6 | -0.4 | -1.1 | -0.4

Some of these compounds in order of their number in 5HT1E ag, ascending.
| item | SMILES | 5HT1E ag |
| --- | --- | --- |
| 39 | CCOC(=O)c1c(C)oc2cc(Br)c(OC)cc12 | -1.1 |
| 40 | COc1ccc(CCNC(=O)CNCC2CCCO2)cc1OC (centres undefined) | -0.4 |
| 35 | CCOC(=O)C1=C(C)Nc2nc(C)nn2C1c1ccc(C)cc1 (centres undefined) | 1.7 |

The list goes on:
41: COc1ccc(NC(C)=O)cc1NC(C)C(=O)Nc1ccccc1F (centres undefined)
42: Cc1nnc(NC(=O)Cc2cccs2)s1
43: CCn1c(C)nc2cc(S(=O)(=O)N3CCCCC3)ccc21
44: COc1cc(-c2noc(CCC(N)=O)n2)cc(OC)c1OC
45: CC(=O)C1=C(C)NC(SCC(=O)c2ccc(F)cc2)=C(C#N)C1c1ccco1 (centres undefined)
46: OC(COc1ccc2ccccc2c1)CN1CCN(c2ccc(F)cc2)CC1 (centres undefined)
47: CCOC(=O)Cc1csc(NC(=O)CSc2nnc(-n3nc(C)cc3C)c3ccccc23)n1
48: O=C(NC1CCCC1)c1ccc(COCC(F)(F)F)o1
49: CCn1c(SCC(=O)Nc2ccc(C(=O)OC)cc2)nnc1-c1cccs1
50: O=C(NCc1cn2ccccc2n1)c1ccc(Br)o1
51: Cc1cc(C(=O)OCC(=O)c2ccc(Br)s2)no1

compound no. | 41 | 42 | 43 | 44 | 45 | 46 | 47 | 48 | 49 | 50 | 51
S1P1 ag pot | 15 | 12 | 12 | -28 | 11 | 13 | 15 | 2 | 0 | -8 | 12
M1 antag | -0.8 | 0.3 | 0.77 | 0.19 | -0.42 | 0.78 | -0.72 | 0.21 | -0.042 | -0.26 | 0.53
Jurkat tox 60K | -6 | -5 | 13 | -3 | 6 | -3 | 1 | -4 | -2 | 1 | 0
HER2 expr 66K | 103 | 85 | 91 | 96 | 79 | 72 | 102 | 93 | 63 | 82 | 90
HTR1E antagonist | -7 | 13 | 7 | -16 | 10 | -6 | -2 | 11 | 5 | 2 | 13
S1P3 ag | -0.5 | -2.1 | 0.7 | 0.0 | -1.2 | 0.4 | 0.6 | -1.0 | -0.5 | -0.2 | -1.0
HEK293 NFkB inh | 22 | 2 | 12 | 10 | 13 | 13 | 9 | 9 | 11 | 8 | 21
M1 ag | -0.8 | 0.19 | -1.5 | 0.48 | -0.48 | 0.29 | 4.7* | 0.3 | -1 | 0.32 | 1.4
5HT1E ag | 0.2 | -0.9 | 0.4 | -0.4 | 0.6 | 0.7 | -0.3 | -0.8 | 0.2 | -0.4 | 0.1

From PubChem
